BL2 CD40 inh – CD40 pathway inhibition in BL2 cells; BL2 NF-kB luciferase reporter, CD40L-induced, 4 h; inhibition, % at 10 µM; 0.94% of 83,000 active; AID 1053188;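 active means mean inhibition of at least 50% with a set share of replicates also reaching that level; inconclusive means no clear call, values can overlap the other calls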;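 further: 0% = neutral control wells and 100% = IKK inhibitor VII at 50 µM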
Active calls of the source: *; u = inconclusive; & = joins results of further samples; [ ] = another dose, or the depositor's remark.

compound	BL2 CD40 inh
O=C(C1CCCC1)N1CC(=O)N2[C@@H](CO)[C@@H](c3ccc(-c4ccccc4F)cc3)[C@@H]2C1	-2.0
Cc1ccccc1NC(=O)Cc1nc(COC(=O)c2ncc(Cl)c(Cl)c2Cl)cs1	-15.0
Cc1nnc(NC(=O)Cc2ccc(OCc3c(C)noc3C)cc2)s1	-2.5
Cc1nnc2n1N=C(c1ccccc1)CS2	-8.3
O=C(C1CCCCC1)N1CCN(C(=O)C2CCCCC2)CC1	3.9
CCS(=O)(=O)N1CC2(CN(Cc3ccc4c(c3)OCO4)[C@H](CO)c3c2c2ccc(OC)cc2n3C)C1	-4.1[25 µM]
CCCNC1CCS(=O)(=O)C1 (stereo not drawn)	16.3
C/C=C/c1ccc(C2[C@H]3CNC[C@@H]2N3C(=O)NC2CCCCC2)cc1 (stereo partly drawn)	-14.7&-0.4[25 µM]
Cc1cc(C)cc(NC(=O)C(OC(=O)c2ccc(NC(=O)CC#N)cc2)c2ccccc2)c1 (stereo not drawn)	-13.9
O=C(NC1=NCCS1)c1cccc2ccccc12	-31.9
CC1Cn2c(COc3ccccc3)nnc2S1 (stereo not drawn)	7.3
COc1ccc(NC(=O)CCN2C(=O)C3CC=CCC3C2=O)cc1S(=O)(=O)N1CCCCC1 (stereo not drawn)	5.7
CC(=O)NC(CCS(C)(=O)=O)C(=O)Nc1cccc(C(C)=O)c1 (stereo not drawn)	8.3
CCCCC(CC)C(=O)Nc1ccc(C#N)cc1 (stereo not drawn)	0.5
O=C(Cn1cnnn1)Nc1cccc(S(=O)(=O)N2CCCCC2)c1	-3.9
C[C@H](CO)N1C[C@H](C)[C@H](CN(C)Cc2ccc3cccnc3c2)OCc2cn(nn2)CCCC1=O	1.2[25 µM]
O=C(NCC1CC1)Nc1cccs1	3.5
O=C(NCc1ccccc1)c1ccc2nc(N3CCOCC3)sc2c1	-24.4
O=C(Nc1ccc(F)cc1)N1CC(=O)N2[C@H](CO)[C@@H](c3ccc(C#Cc4cccnc4)cc3)[C@H]2C1	-7.1[25 µM]
Cc1ccc(-c2ccc([C@H]3[C@H]4CN(C(=O)NC(C)C)CC(=O)N4[C@H]3CO)cc2)cc1	5.3[25 µM]
O=C(Nc1nccc(-c2cccs2)n1)c1cccs1	-105.1
O=C(CCN1C(=O)COc2ccccc21)NCCCN1CCN(c2ccccc2F)CC1	1.8&3.9
CC1CC(=O)c2ccccc2C1C (stereo not drawn)	-1.1
COc1ccc(NC(=O)CN(C)C(=O)c2cccc(-n3cccc3)c2)cc1	8.3

By substructure, those above containing an aryl methoxy group (three)
compound	BL2 CD40 inh
CCS(=O)(=O)N1CC2(CN(Cc3ccc4c(c3)OCO4)[C@H](CO)c3c2c2ccc(OC)cc2n3C)C1	-4.1[25 µM]
COc1ccc(NC(=O)CCN2C(=O)C3CC=CCC3C2=O)cc1S(=O)(=O)N1CCCCC1 (stereo not drawn)	5.7
COc1ccc(NC(=O)CN(C)C(=O)c2cccc(-n3cccc3)c2)cc1	8.3

The list continues:
compound	BL2 CD40 inh
CCCNC(=O)Nc1cccc(C(=O)OC)c1	-0.4
Cc1cc(C)c2c(n1)sc1c(=O)n(CC(=O)c3ccccc3)cnc12	-54.6
CCOC(=O)c1[nH]c(C(=O)O)c(CCC(=O)OC)c1C	-1.5
COc1ccccc1NC(=O)Nc1ccc(S(=O)(=O)Nc2onc(C)c2C)cc1	12.3
O=C(Nc1ccc(C(F)(F)F)cc1)Nc1ccc2c(c1)[C@@H]1C[C@@H](CC(=O)N3CCc4ccccc4C3)O[C@H](CO)[C@@H]1O2	32.2[25 µM]
CC(OC(=O)CCC(=O)c1ccccc1)C(=O)Nc1ccc(F)cc1 (stereo not drawn)	6.4
Cc1ccc(S(=O)(=O)N2CCN(C(=O)COC(=O)c3ccc(Br)o3)CC2)c(C)c1	12.2
Cc1cccnc1CN1CCN(Cc2nc(Cc3cccc(F)c3)no2)CC1	-8.4
CCc1cnc(N2[C@H](C#N)[C@@H](c3ccc(C#CC(C)C)cc3)[C@H]2CO)s1	u
O=C(CCCn1c(=S)[nH]c2cc3c(cc2c1=O)OCO3)NCCc1ccc(Cl)cc1	-2.0
O=C(Nc1nnc(C2CC2)s1)c1cncc(Br)c1	-74.1
CC(OC(=O)c1ccc2ncsc2c1)C(=O)Nc1cccc(Cl)c1 (stereo not drawn)	-12.5
OCCC1CN(Cc2ccc3nonc3c2)CCN1Cc1ccsc1 (stereo not drawn)	4.5
CC(C)(O)C#Cc1ccc(C(=O)NCCC(=O)O)s1	11.5
COc1cc(C)nc(N2CCC(C(=O)NCC3CCCO3)CC2)n1 (stereo not drawn)	0.7
NC(=O)c1ccccc1[N+](=O)[O-]	14.9
Cc1ccccc1NC(=O)CSc1nnc2ccc(-c3cccnc3)nn12	-3.4
CC(C)NC(=O)C1=NN(c2ccccc2)C(=O)CC1	-4.4
Cn1nc(NC(=O)CC(C)(C)CC(=O)O)c2ccccc21	1.2
Cc1cc(C(=O)CN2CCN(CC(=O)Nc3ccc(F)cc3)CC2)c(C)n1C1CC1	-3.1
COc1cccc(C(=O)OCC(=O)Nc2ccc3c(c2)OCCO3)c1	-26.0
Nn1c(Cc2cccc3ccccc23)nnc1SCc1ccccc1	10.2
CC1(C)CC(C(=O)Nc2nccs2)CCO1 (stereo not drawn)	5.5
Cc1ccc(S(=O)(=O)N2CCC[C@H]2C(=O)OCC(=O)Nc2ccc3c(c2)OCO3)cc1	8.9
O=C(CNc1ccccc1N1CCCC1=O)Nc1cc(Cl)ccc1-n1cncn1	5.6
CC(=O)CSc1nnc2c3ccccc3nc(C(C)(C)C)n12	-3.7
C[C@]1(C(=O)O)Cc2oncc2C[C@@H]1C(=O)O	7.7
CCCNC(=O)Nc1ccc2c(c1)C(=O)N(C)C[C@@H](OC)[C@H](C)CN(C(=O)C1CCCC1)[C@H](C)CO2	-8.8
C[C@@H]1CN([C@H](C)CO)C(=O)c2ccccc2-c2ccccc2CO[C@@H]1CN(C)Cc1ccncc1	-0.7
COC(=O)c1c(NC(=O)CN2CCN(C(=O)c3ccco3)CC2)c2c(C)cccc2n1C	-0.4
COC(=O)[C@@H](NC(=O)NC1CCCc2ccccc21)C(C)C (stereo partly drawn)	18.3
CCCNC(=O)N1CC2(CN(C(=O)CN(C)C)C2)c2c(n(C)c3cc(OC)ccc23)[C@H]1CO	-3.7[25 µM]
Cc1c(C)n(CCc2ccccc2)c2ncnc(NCCCN(C)C)c12	-9.7
COC(=O)c1nnc(-c2ccccc2)c(-c2ccccc2)n1	-3.9
CCCCN(C(=O)CSCC(=O)Nc1ccc(OC)cc1)c1c(N)n(CC(C)C)c(=O)[nH]c1=O	5.1
O=C(COc1ccc(F)cc1)OCCN1CCOCC1	10.5

Following part.
compound	BL2 CD40 inh
CCCC#Cc1ccc([C@H]2[C@@H](CO)N3CCCCN(S(C)(=O)=O)C[C@H]23)cc1	-2.6[25 µM]
COc1ccc(CNC(=O)C2CCN(C(=O)c3sccc3-n3cccc3)CC2)cc1	6.7
CCOC(=O)N1CCC(NC(=O)C2CCN(S(=O)(=O)N3CCC(C)CC3)CC2)CC1	-21.0
CCCNC(=O)Cn1cnc([N+](=O)[O-])n1	-1.4
O=C(COC(=O)c1cccc(Cl)c1)NCCN1C(=O)CSC1=O	1.4
O=C(CN1C(=O)NC2(CCCCCC2)C1=O)NCc1ccc(F)cc1	4.5
O=C(c1ccccc1)N1C[C@H]2[C@@H](c3ccccc31)[C@@H](CO)N2C(=O)c1cccc(F)c1	6.7
CN1CCN(c2nc(-c3cccc([N+](=O)[O-])c3)nc3ccccc23)CC1	-12.7
Cc1cc(=O)oc2cc(OCC(=O)NC3(C#N)CCCCC3)c(Cl)cc12	0.3
CC(=O)c1ccc(S(=O)(=O)N2CCn3cccc3C2C)cc1 (stereo not drawn)	1.4
N#CCCN(CCC#N)C(=O)c1ccc(Cl)cc1	0.8
C[C@]12CC[C@H](O)CC1=CCC1C2CC[C@@]2(C)C1CC[C@@H]2NC(=O)[C@@H](N)Cc1ccccc1 (stereo partly drawn)	10.2

Quoted at random: 2 compounds from above, in no set order.
compound	BL2 CD40 inh
CCCNC(=O)Cn1cnc([N+](=O)[O-])n1	-1.4
CN1CCN(c2nc(-c3cccc([N+](=O)[O-])c3)nc3ccccc23)CC1	-12.7

New compounds follow.
compound	BL2 CD40 inh
CC(C)(C)c1csc(CS(=O)(=O)c2ccccn2)n1	-31.4
O=C(Nc1ccc2c(c1)[C@H]1C[C@H](CC(=O)N3CCCCC3)O[C@@H](CO)[C@H]1O2)NC1CCCCC1	-2.7[25 µM]
CC(C)=C1C2CC2C2C(C(=O)O)C12 (stereo not drawn)	5.4
CN(C(=O)CN1C(=O)NC2(CCc3ccccc32)C1=O)C1CCCCC1 (stereo not drawn)	-0.6
CCN1CCN(c2ccc(Nc3ccnc4ccccc34)cc2)CC1	-14.6
O=C(Nc1cccnc1)c1cnn2cccnc12	-3.6
Cc1noc(C)c1NC(=O)Nc1ccc2c(c1)C(=O)N([C@H](C)CO)C[C@@H](C)[C@H](CN(C)Cc1ccc3c(c1)OCO3)OCCCC[C@H](C)O2	6.2[25 µM]
CNC[C@@H]1OCc2cnnn2CCCC(=O)N([C@H](C)CO)C[C@@H]1C	-4.7[25 µM]
CC(=O)Nc1nn(C)c2nc3cc(C)ccc3cc12	9.0
COc1ccc(-c2ccc([C@@H]3[C@@H](CO)N(C(=O)NC4CCCC4)[C@H]3C#N)cc2)cc1	4.6
O=[N+]([O-])c1ccccc1SNc1ccccc1	-5.3
COc1ccc(/C(C)=N/NC(=O)c2cccc(S(=O)(=O)N3CCCC3)c2)c(O)c1	12.3
CCCN(C[C@@H]1N[C@@H](CO)[C@H]1c1ccc(-c2cccnc2)cc1)C(C)=O	-4.0[25 µM]
Cc1ccc(S(=O)(=O)N(CC(=O)Nc2cc(C)ccc2C)C(=O)N2CCN(C)CC2)cc1	-4.5
COc1ccc(S(=O)(=O)N2CCCCC2)cc1NC(=O)C1CCCC1	-2.8
c1cncc(-c2ccc([C@@H]3[C@H]4CNC[C@@H]3N4CC3CCOCC3)cc2)c1	-6.7
Cc1ccccc1-n1nc(C)c(N=O)c1N	7.4
Cc1ccc(NS(=O)(=O)c2ccc(CCC(=O)N3CCOCC3)cc2)cc1	3.6
CCCn1c(N)c(C(=O)CSc2nc3ccccc3c(=O)n2-c2ccc(OC)cc2)c(=O)[nH]c1=O	-0.2
COc1ccc(CN2CCCN(S(=O)(=O)c3ccc(Br)cc3)CC2)cc1	4.6
COc1ccccc1NC(=O)Nc1ccc(C(=O)N2CCCCC2)cc1	-17.3
CC(=O)NNC(=O)N1Cc2ccccc2Oc2ccc(Cl)cc21	2.1[25 µM]
CC1CCCC(NC(=O)CN2C(=O)NC(c3ccccc3)(c3ccccc3)C2=O)C1C (stereo not drawn)	13.2
CC(C)CCSc1nc2ccccc2[nH]1	-94.8
CC(C)(C)c1nc(SCC(=O)c2ccccc2)c2ccccc2n1	8.2
Cc1ccc(-c2cnc(NC(=O)CCC(=O)N(C)Cc3ccccc3)n2C)cc1	-12.6
O=C(CCc1ccc(S(=O)(=O)N2CCOCC2)cc1)OCC(=O)c1ccccc1F	-6.1
COc1ccc(-c2ccc([C@H]3[C@@H](C#N)N(C(=O)NC(C)C)[C@@H]3CO)cc2)cc1	-14.5[25 µM]
CCN1CC(=O)N2[C@H](C1)[C@@H](c1ccc(Br)cc1)[C@@H]2CO	14.1[25 µM]
Cc1cc(=O)[nH]c(SCC(=O)Nc2ccc(N3CCCCC3)cc2)n1	-6.6
Cc1ccc2c(c1)c(=O)c1c3n2CCN(C(=O)CCl)C3CC1 (stereo not drawn)	-0.3
Cc1ccc(CC(=O)N(Cc2ccccc2)c2ccccn2)cc1	-1.9
CCOC(=O)c1sc(NC(=O)CSc2nnc(-c3ccco3)n2CC)c(C(=O)OCC)c1C	19.5
CN1CCN(C(=O)c2ccccc2NS(=O)(=O)c2ccc(F)cc2)CC1	6.5
Cn1cc(S(=O)(=O)c2ccccc2)n(C)c1=O	24.5
CC(C)C#Cc1ccc([C@@H]2[C@@H](CO)N(C(=O)C3CCC3)[C@H]2C#N)cc1	1.1
O=C(c1ccccc1)c1sc(N2CCOCC2)nc1-c1ccccc1	21.5
O=C(CCNC(=O)c1ccccc1Cl)Nc1nc2ccccc2s1	-52.8
O=C(Nc1ccc(F)cc1)N1C[C@H]2[C@@H](c3ccccc31)[C@@H](CO)N2Cc1cocn1	-4.4[25 µM]
Cc1cc(O)cc2c1C1CCC3(C)C(O)CCC3C1C=C2 (stereo not drawn)	-7.9
Cc1ccc(C(=O)N2CC(C(=O)O)C2)cc1	9.1
COC(=O)c1sccc1NC(=O)COc1ccc(C)cc1	-26.2
O=S(=O)(c1ccc(-c2ccccc2)cc1)N1C[C@@H]2N[C@H](C1)C2c1ccc(-c2ccncc2)cc1 (stereo partly drawn)	1.2[25 µM]
Cc1cccc(C)c1NC(=O)CNC(=O)c1ccc(NS(=O)(=O)c2ccc3[nH]c(=O)[nH]c3c2)cc1	6.0
Cc1cnc(NC(=O)c2cc3ccccc3o2)s1	56.0*
O=C(Nc1ccc(-c2nc3ccccc3o2)cc1)c1ccc2c(c1)OCO2	-0.3
CCS(=O)(=O)c1ccc(O)c(NC(=O)/C=C/c2ccccc2)c1	-66.2
Cc1ccc2c(c1)N(CC(=O)Nc1ccc3c(c1)OCCO3)C(=O)CO2	4.7
COCCn1c(N2CCN(c3ccccc3)CC2)nc2c1c(=O)n(C)c(=O)n2C	9.4
C[C@H](CO)N1C[C@H](C)[C@@H](CN(C)Cc2cccc(C(F)(F)F)c2)OCc2ccccc2-c2c(n(C)c3ccccc23)C1=O	72.5*[25 µM]
O=C(COC(=O)c1cc(S(=O)(=O)Nc2ccccc2Cl)ccc1O)Nc1ccc(F)c(F)c1F	11.3

Single values from the results shown:
O=C(Nc1ccc(-c2nc3ccccc3o2)cc1)c1ccc2c(c1)OCO2 in BL2 CD40 inh has -0.3
O=C(CCNC(=O)c1ccccc1Cl)Nc1nc2ccccc2s1 in BL2 CD40 inh has -52.8
Cc1cnc(NC(=O)c2cc3ccccc3o2)s1 in BL2 CD40 inh has 56.0*
O=S(=O)(c1ccc(-c2ccccc2)cc1)N1C[C@@H]2N[C@H](C1)C2c1ccc(-c2ccncc2)cc1 (stereo partly drawn) in BL2 CD40 inh has 1.2[25 µM]
Cc1ccc2c(c1)N(CC(=O)Nc1ccc3c(c1)OCCO3)C(=O)CO2 in BL2 CD40 inh has 4.7

A portion of the library. The share of hits here may be higher or lower than overall.
